Screening data deposited in PubChem BioAssay by National Center for Advancing Translational Sciences (NCATS).
Coupling enz = qHTS Assay for Inhibitors of Fructose-1,6-bisphosphate Aldolase from Giardia Lamblia: Coupling assay counterscreen; activity change, negative = inhibition, % at 58.2 µM, hits read low; AID 2472, 2010; 0.67% of 290,000 active; coupling enzyme system counterscreen, AmpLite Red fluorescence; in the data active = activity change below about -30%
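Counterscreen of the coupled detection system alone, without aldolase: glyceraldehyde-3-phosphate coupling enzymes plus AmpLite Red readout. Compounds at 57.5 uM final, 10 min RT preincubation, 20 min RT reaction, fluorescence 525/598 nm.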
KCNH2 3.1 block = qHTS for Inhibitors of KCHN2 3.1: Mutant qHTS; activity change, % (tested at about 1.8 µM); 0.95% of 340,000 active; AID 720553, 2013; U2OS KCNH2 3.1, thallium flux FluxOr; stronger effect = lower value;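 active = maximum activity change below -70%; inconclusive = maximum activity change from -70% to -50%; inactive = maximum activity change above -50%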;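 note: thallium influx rate constant from kinetic fluorescence after stimulation buffer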
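Thallium flux read-out: FluxOr dye with Red40 quencher in HBSS/HEPES, 45 min at RT. Rate constants from kinetic reads were normalized to positive and negative DMSO controls. Cells: U2OS virally expressing the 3.1 isoform.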
GALK inh = qHTS Assay for Inhibitors of Human Galactokinase (GALK). Purified GALK, Kinase-Glo residual ATP luminescence. Potency, µM (highest dose often 57.5 µM), for inactives: at the highest dose activity change, negative = inhibition, actives largely listed as inhibitors. 0.007% of 270,000 active; note: potency is the fitted concentration of half-maximal effect
Target sequence (P51570 whole entry, looked up): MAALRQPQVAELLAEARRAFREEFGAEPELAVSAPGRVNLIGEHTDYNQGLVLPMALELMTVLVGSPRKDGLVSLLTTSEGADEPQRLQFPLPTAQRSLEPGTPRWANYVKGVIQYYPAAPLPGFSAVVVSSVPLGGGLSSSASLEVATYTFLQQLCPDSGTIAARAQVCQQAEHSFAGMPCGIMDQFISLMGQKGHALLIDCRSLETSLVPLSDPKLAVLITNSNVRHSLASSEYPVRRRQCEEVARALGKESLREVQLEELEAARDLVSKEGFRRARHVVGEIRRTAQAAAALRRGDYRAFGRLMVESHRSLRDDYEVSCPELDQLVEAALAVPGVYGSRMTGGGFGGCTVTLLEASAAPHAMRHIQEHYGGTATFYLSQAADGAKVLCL
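Quantitative HTS: GALK 5 nM, ATP 35 uM, galactose 100 uM, 1 h room temperature, then luciferase-based ATP detection.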
B2AR arrestin = qHTS assay of beta-arrestin-biased ligands of beta2-adrenergic receptor; Beta-2 adrenergic receptor (Homo sapiens), P07550; beta-arrestin recruitment to beta2AR, cell-based reporter; Potency, µM (doses to about 46.1 µM), for inactives: at the highest dose activation, actives largely listed as activators; 0.02% of 330,000 active; AID 492947, 2010;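 note: potency is the fitted concentration of half-maximal effect; 0% = DMSO controls and full agonism = EC100 isoproterenol or metaproterenol; nearly all actives have a fitted effect of over 65% in size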
Target sequence (P07550 whole entry, looked up): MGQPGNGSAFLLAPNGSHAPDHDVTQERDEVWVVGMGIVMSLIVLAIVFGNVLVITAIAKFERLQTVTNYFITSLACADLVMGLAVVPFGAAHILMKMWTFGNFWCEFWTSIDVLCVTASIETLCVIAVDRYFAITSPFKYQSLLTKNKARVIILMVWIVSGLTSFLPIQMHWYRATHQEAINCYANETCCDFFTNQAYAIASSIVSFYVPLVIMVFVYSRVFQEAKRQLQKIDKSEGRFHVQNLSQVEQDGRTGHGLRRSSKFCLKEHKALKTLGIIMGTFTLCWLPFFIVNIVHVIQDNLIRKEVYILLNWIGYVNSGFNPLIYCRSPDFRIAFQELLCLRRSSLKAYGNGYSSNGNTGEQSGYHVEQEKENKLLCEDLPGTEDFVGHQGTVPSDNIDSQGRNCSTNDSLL
Giardia kill = Small Molecules that selectively kill Giardia lamblia: qHTS. AID 540267, 2011. Giardia lamblia trophozoite viability. activity change, % at 7.66 µM, hits read low. 0.15% of 340,000 active; in the data active = activity change below about -80%; inconclusive = between about -30% and that limit;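 note: parasites exposed to compound for two days anaerobically before the ATP read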
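Trophozoites 100 cells/well + cpd; 48 hrs, 37 deg C, anaerobic. ATPLite 1-Step added, 15-30 min RT, luminescence read (ATP-based viability).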
Eya2 phos inh = qHTS Assay for Inhibitors of the Phosphatase Activity of Eya2. Protein phosphatase EYA2 (Homo sapiens), O00167. recombinant Eya2, OMFP fluorescence dephosphorylation (OMFP is methylfluorescein phosphate). Potency, µM (top dose mostly 76.9 µM), for the others: at the top dose activity, negative = inhibition, actives largely listed as inhibitors. 0.006% of 330,000 active. AID 488837, 2010; note: potency is the fitted concentration of half-maximal effect
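Eya2 (0.2 uM) preincubated 10 min at ambient with compound, then OMFP substrate added at 50 uM; 10 min reaction in 50 mM HEPES pH 7.5, 50 mM NaCl, 5 uM MgCl2, 0.05% BSA, 1 mM DTT. Fluorescence read at Ex 485/Em 525 nm.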
uPA generation = qHTS for Inhibitors of Cell Surface uPA Generation; cell surface uPA generation assay, qHTS; 0.31% of 330,000 active; Potency, µM (top dose mostly 38.3 µM), without a hit: at the top dose activity change, negative = inhibition, most hits filed as inhibitors; active = well fitted inhibition curve with a large enough effect; inconclusive = small, poorly fitted or top-dose-only effect; inactive = no such curve, though single readings can be large or run the other way; tested in mouse RAW 264.7 cells; note: potency is the fitted concentration of half-maximal effect; nearly all actives have a fitted effect of over 55% in size
USP2a block = qHTS Assay for Inhibitors of Ubiquitin-specific Protease USP2a Using CHOP2 as the Reporter; 0.01% of 330,000 active; Potency, µM (titrated, usually from 38.3 µM), inactives show at the top dose activity change, negative = inhibition, most hits filed as inhibitors; AID 463254, 2010; Ubiquitin carboxyl-terminal hydrolase 2 (Homo sapiens), O75604; USP2 core, Ub-CHOP2 coupled fluorogenic reporter, 485/531;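 note: potency is the fitted concentration of half-maximal effect; plate controls were DMSO wells for no effect and full inhibition by NEM control for full effect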
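USP2 core (10nM final) preincubated 30min RT with compound in 20mM Tris-HCl pH 8.0, 2mM CaCl2, 2mM beta-mercaptoethanol, 0.05% CHAPS; 25nM Ub-CHOP2 plus 25nM reporter substrate added, fluorescence (Ex485/Em531) read after 60min.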
PKM2 act = qHTS Assay for Activators of Human Muscle isoform 2 Pyruvate Kinase; Pyruvate kinase PKM (Homo sapiens), P14618; purified PKM2, Kinase-Glo ATP luminescence, activation; response scale: 0% is enzyme alone, no compound; Potency, µM (titrated, usually from 57.5 µM), for the others: at the top dose activation, usual class: activators; 0.34% of 260,000 active; note: potency is the fitted concentration of half-maximal effect; nearly all actives have a fitted effect of over 55% in size
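Purified hPK-M2 (>95%) run at intermediate activity with 0.1 mM ADP and 0.5 mM PEP in 50 mM imidazole pH 7.2, KCl, MgCl2; 1 h room temperature. ATP formed read by Kinase-Glo luminescence; normalized to uninhibited and no-enzyme controls.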
Chronic BCR inh = qHTS Assay to Find Inhibitors of Chronic Active B-Cell Receptor Signaling; ABC-DLBCL IkBa-CBG/CBR reporter, luminescence ratio, 4 h; Potency, µM (doses to about 46.1 µM), without a hit: at the top dose ratio change, negative = lower green/red ratio, hits mostly inhibitors; AID 493014, 2011; 0.05% of 340,000 active; active = well fitted inhibition curve with a large enough effect in the signal ratio, with a control signal flat, not every such curve was filed as active; inconclusive = small, poorly fitted or top-dose-only effect, or effect the other way, or a change in a side signal; the % refers to the signal ratio;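 note: potency is the fitted concentration of half-maximal effect; plate controls were basal doxycycline-induced cells for no effect and cells given 10 µM MG132 for full effect; MG132 reads +100%, hits lower the ratio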
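Cell line TMD8 (human ABC DLBCL), stably expressing tet-inducible CBG68-IkBa fusion and CBR; IMDM/0.5% FBS; cpd up to 46 uM; dox induction, 4 h, 37C/5% CO2; dual luminescence; green/red ratio; MG132 control.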
KCNH2 WT inh = qHTS for Inhibitors of KCHN2 3.1: Wildtype qHTS. activity change, % at 1.84 µM. 0.37% of 340,000 active. Voltage-gated inwardly rectifying potassium channel KCNH2 (Homo sapiens), Q12809. U2OS, BacMam KCNH2, thallium flux FluxOr; stronger effect = lower value;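 active = maximum activity change below -70%; inconclusive = maximum activity change between -70% and -50%; inactive = maximum activity change above -50%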
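U2OS cells were transduced with wild-type KCNH2 virus (2.03 x 10^8 / mL) for 4 h at room temperature, then cultured overnight at 37 C. Thallium flux was read with FluxOr dye. Rate constants were normalized to DMSO controls.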
* = called active by the depositor; ? = inconclusive; . = not tested or not shown; [ ] = remark or other dose. Unless noted, calls come from the whole dose curve; as a rule, active = well fitted curve in the direction sought with a large enough effect; inconclusive = small, poorly fitted or top-dose-only effect, or another doubt; inactive = no such curve, though single readings can be large; an effect the other way counts as inactive or inconclusive. Unless noted, % is set by controls: 0 for no effect and ±100 for the full control effect.

SMILES	Coupling enz	KCNH2 3.1 block	GALK inh	B2AR arrestin	Giardia kill	Eya2 phos inh	uPA generation	USP2a block	PKM2 act	Chronic BCR inh	KCNH2 WT inh
CCCn1c(C)cc(-c2csc(NC(=O)CCc3nc4ccccc4c(=O)[nH]3)n2)c1C	.	1	.	0.1%	-10	-15%	6%	-1%	.	?	-5
CC(C)(C)Cc1nnc(NS(=O)(=O)c2ccc(F)cc2)s1	0	-18	12%	-0.2%	-2	5%	1%	3%	-3%	9%	3
CCNC(=S)N1CCN(S(=O)(=O)c2cccc(C(F)(F)F)c2)CC1	5	-2	1%	2.4%	13	1%	2%	0%	4%	0%	3
C=CCN1C(=O)/C(=C2\SC(N3CCOCC3)=NC2=O)c2cc(Br)ccc21	1	3	0%	-0.1%	12	6%	-2%	5%	-8%	2%	-11
O=C(NCc1ccccc1Cl)c1ccc(Br)o1	2	-18	5%	0.0%	-17	5%	-2%	4%	0%	-13%	1
N#C/C(=C\c1cn[nH]c1-c1ccccc1Br)C(=O)O	1	6	7%	0.2%	0	-2%	0%	4%	1%	-3%	-7
COc1ccc(CCNC(=O)COC(=O)c2ccc[nH]c2=O)cc1	3	15	1%	-0.2%	6	8%	.	-6%	-1%	-12%	-3
Cc1cc(=O)oc2cc(Oc3ncccn3)ccc12	-1	9	-1%	0.0%	-3	13%	-1%	0%	0%	?	-7
COc1cc2[nH]c(=S)n(Cc3ccc(F)cc3)c(=O)c2cc1OC	0	-15	9%	-1.0%	-25	-11%	-2%	2%	-21%	3%	-16
COC(=O)NNC(=O)CCCOc1ccc(Cl)cc1Cl	3	3	-4%	3.2%	7	-2%	2%	1%	-2%	2%	-7
CCCc1nnc(NC(=O)CCC(=O)NCCc2ccc(OC)c(OC)c2)s1	4	-22	0%	-0.2%	5	6%	-9%	4%	2%	?	-25
Cc1ccc(CNC(=O)CSc2nc(N3CCCCC3)nc(N3CCCCC3)n2)cc1	1	-7	0%	-0.2%	8	-8%	4%	1%	-2%	-2%	-2
CCOC(=O)C1(Cc2ccccc2)CCCN(Cc2ccc(OCC)c(CO)c2)C1 (configuration not stated)	-1	6	-2%	-0.2%	-10	-2%	0%	0%	-1%	-9%	4
COc1cccc(NC(=S)N(CCN(C)C)C(C)c2ccncc2)c1 (configuration not stated)	2	11	-3%	0.2%	4	0%	?	6%	0%	0%	-8
COc1cc(CNCc2cccs2)ccc1OCc1ccccc1	-1	18	-3%	-0.4%	7	8%	-16%	-2%	0%	1%	14
COc1ccc(Nc2nc(CC(C)=O)ns2)cc1	2	-9	-2%	-1.0%	-7	3%	6%	-2%	0%	4%	10
CCS(=O)(=O)N1Cc2ccccc2CC1C(=O)NCCc1ccccc1 (configuration not stated)	0	-19	0%	-0.1%	-27	-17%	6%	-4%	.	-8%	-7
O=C(CCCn1c(=O)[nH]c2ccsc2c1=O)N1CCCCC1	0	3	0%	0.0%	-20	-3%	2%	0%	5%	-5%	3
Cc1sc(NC(=O)CN(Cc2ccccc2)C(=O)C2CC2)c(C(N)=O)c1C	2	8	12%	-0.6%	-5	-4%	3%	-1%	3%	-14%	-2
O=C(CSCc1ccccc1Cl)NN=C1CCCCCC1	1	-17	-2%	-0.2%	1	-2%	5%	4%	7%	-9%	-11
Cc1ccc(N(CC(=O)NCc2ccco2)C(=O)CCC(=O)Nc2nccs2)c(C)c1	-2	-7	0%	0.2%	-10	-5%	7%	0%	8%	7%	5
CCCCCCc1ccc(N2C[C@H](C)[C@@H](CC(=O)NCc3ccccc3)C2=O)cc1	2	18	.	-1.3%	-21	-9%	5%	2%	2%	5%	-1
COc1ccc(-n2c(=O)cc(N3CCN(c4ccccc4OC)CC3)[nH]c2=O)cc1	0	-7	0%	-0.1%	-5	7%	.	0%	22%	-1%	-11
COc1cccc(N/C=C/c2onc(C)c2[N+](=O)[O-])c1	1	-9	15%	-0.2%	4	-1%	6%	0%	-4%	-3%	-4
CC(NC(=O)NC1CCCCC1)C(c1cccs1)N1CCN(c2ccccc2)CC1 (configuration not stated)	1	-4	1%	-0.2%	-18	18%	10µM*	1%	-4%	-13%	-3
Next results:
SMILES	Coupling enz	KCNH2 3.1 block	GALK inh	B2AR arrestin	Giardia kill	Eya2 phos inh	uPA generation	USP2a block	PKM2 act	Chronic BCR inh	KCNH2 WT inh
Cc1ccc(S(=O)(=O)N2CCC(C(=O)OC(C)C(=O)NC3CCCCC3C)CC2)cc1 (configuration not stated)	.	19	.	-0.1%	7	-13%	-6%	0%	.	-1%	-14
Cc1cc(C)n2nc(-c3cccnc3)nc2n1	4	9	1%	0.8%	4	10%	1%	-3%	2%	2%	-10
CCOC(=O)C1CCN(C(=O)c2cccc(NC3=NC4CS(=O)(=O)CC4S3)c2)CC1 (configuration not stated)	0	4	.	-0.4%	-7	10%	-1%	2%	20%	1%	-25
CC(C)(C)c1cc(NCc2ccccn2)n2ncc(-c3ccc(Cl)cc3)c2n1	-5	-5	4%	-0.6%	5	-2%	10%	1%	-3%	4%	-17
Nc1cc(S(=O)(=O)N2CCOCC2)ccc1N1CCOCC1	.	-2	.	0.2%	19	9%	-1%	3%	.	-1%	15
O=S1(=O)CCN2C(=N1)Sc1c2ccc2c1CCCC2	-4	15	1%	0.1%	-18	10%[15.4 µM]	-9%	4%	?	2%	-1
CCCCC(CC)CNC(=O)c1[nH]c(C)c(C(C)=O)c1C (configuration not stated)	-1	38	2%	-0.4%	8	-19%	-14%	0%	2%	1%	-4
Cc1ccc(-c2noc(C3CCCN(C(=O)c4cccc([N+](=O)[O-])c4)C3)n2)o1 (configuration not stated)	-1	-24	6%	-0.2%	7	-15%	-5%	-1%	.	2%	1
O=C(COc1ccccc1)N=C1SC2CS(=O)(=O)CC2N1c1ccc(F)cc1F (configuration not stated)	0	6	0%	0.3%	-4	-7%	7%	1%	1%	-1%	-7
CCOC(=O)C1=C(C)N(c2ccc(C)cc2)C(=O)/C1=C\c1ccc(O)c(OC)c1	-17	-4	-1%	?	10	-13%	?	-3%	-2%	?	-3
COc1ccc(OC)c(NC(=O)CCNS(=O)(=O)c2ccc3c(c2)oc(=O)n3C)c1	2	1	.	6.6%	11	-4%	-4%	3%	-1%	-6%	-32
Cc1cc(C)c(-c2cc(NC(=O)COC(=O)c3ccc(NC(=O)CC#N)cc3)n(-c3ccccc3)n2)cc1C	.	6	.	-1.4%	-1	-8%	9%	-6%	.	9%	-2
Cc1onc(-c2c(Cl)cccc2Cl)c1C(=O)Nc1nc(C(C)(C)C)cs1	-2	-9	-2%	0.0%	2	-5%	3%	-1%	-4%	?	-7
Cc1cc(C)n2c(SCCC(C)C)nnc2n1	-5	0	3%	-0.2%	14	-2%	-3%	2%	-2%	?	-5
N#Cc1ccc(N2CCCNCC2)nc1	4	-48	2%	0.6%	-15	10%	?	7%	.	0%	-17
CSc1nc2ccc(S(=O)(=O)Nc3c(C)n(C)n(-c4ccccc4)c3=O)cc2s1	-2	7	-1%	-0.3%	17	3%	22%	0%	4%	?	-24
Cc1ccn2c(c1)nc(=O)c1cc(S(=O)(=O)N3CCOCC3)ccc12	6	-3	9%	-0.2%	-14	1%	-1%	1%	.	-7%	-2
CCCCn1c(N)c(N(CCOC)C(=O)c2ccc(-c3ccc(Cl)cc3)o2)c(=O)[nH]c1=O	.	1	.	-0.9%	-11	-13%	-3%	-1%	.	8%	-2
O=C(CN1CCN(S(=O)(=O)N2CCCCC2)CC1)Nc1ccc(Br)cc1	0	-10	3%	0.3%	0	-2%	-4%	0%	-1%	-2%	-14
CC1(C)OC(=O)C(=CNCC(O)c2ccccc2)C(=O)O1 (configuration not stated)	0	21	4%	-1.1%	-15	6%	9%	1%	0%	4%	23
CCC(=O)N1CCc2cc(Br)cc(S(=O)(=O)N(C)c3ccc(OC)cc3)c21	-3	8	-1%	-0.1%	13	-6%	-4%	-2%	16%	14%	9
CCOc1ccc(NC(=S)Nc2ccc(OC(F)(F)F)cc2)cc1	0	-10	0%	-0.1%	13	3%	1%	1%	1%	12%	-7
